PI4K2A inh: qHTS for small molecular inhibitors of PI4K2A. Phosphatidylinositol 4-kinase type 2-alpha (Homo sapiens), Q9BTU6. purified PI4K2A, ADP-Glo luminescence, 1 h; hits give low values. activity change, negative = inhibition, % at 76.9 µM. 420,000 tested, 0.13% active; in the data active = activity change below about -50%; inconclusive = mostly about -30% to -49%;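 also: -100% = wells without enzyme as full effect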
Target sequence (Q9BTU6 whole entry, looked up): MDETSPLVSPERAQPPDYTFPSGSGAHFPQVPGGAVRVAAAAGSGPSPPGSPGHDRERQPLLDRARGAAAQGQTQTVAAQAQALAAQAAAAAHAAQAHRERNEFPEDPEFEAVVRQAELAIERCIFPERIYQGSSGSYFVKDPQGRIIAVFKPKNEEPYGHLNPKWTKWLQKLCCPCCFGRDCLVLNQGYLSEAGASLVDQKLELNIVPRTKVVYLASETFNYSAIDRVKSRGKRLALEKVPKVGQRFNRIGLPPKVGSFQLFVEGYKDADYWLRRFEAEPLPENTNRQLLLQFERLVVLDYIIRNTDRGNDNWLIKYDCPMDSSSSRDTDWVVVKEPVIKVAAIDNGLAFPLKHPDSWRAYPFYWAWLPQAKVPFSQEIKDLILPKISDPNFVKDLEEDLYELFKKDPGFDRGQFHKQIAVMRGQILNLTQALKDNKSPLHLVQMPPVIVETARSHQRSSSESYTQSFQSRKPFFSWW
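ADP-Glo luminescence measured ADP generated by PI4K2A enzyme (4 ug/mL before mixing) with 1.2 mM PI substrate (pre-mix) and 300 microM ATP (pre-mix). Tris pH7.5 buffer with MgCl2, Triton X-100; 1 h reaction at ambient temperature.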
BAZ2B inh: qHTS Assay for Inhibitors of BAZ2B | Bromodomain adjacent to zinc finger domain protein 2B (Homo sapiens), Q9UIF8 | AlphaScreen BAZ2B-H3K14Ac peptide displacement | Potency, µM (top dose mostly 114 µM), without a hit: at the highest dose activity change, negative = inhibition, usual class: inhibitors | 360,000 tested, 4.4% active | AID 504333, 2011; also: potency is read from the fitted curve at half-maximal effect; % is scaled to controls: 0 for no effect and ±100 for the full control effect; nearly all actives have a fitted effect of over 60% in size
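AlphaScreen displacement: compounds (up to 110uM) incubated 30 min at room temperature with a preformed 50 nM BAZ2B/50 nM biotinylated H3K14Ac peptide complex in PBS pH 7.4 with Tween-20. Donor and acceptor beads at 10 ug/mL final added, 20 min light-protected before reading.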
Tb PGK inh: qHTS Assay to Find Inhibitors of Phosphoglycerate Kinase; PGK/GAPDH coupled, Kinase-Glo luminescence, 60 min; Potency, µM (series often up to 57.5 µM), inactives show at the highest dose activity change, negative = inhibition, hits mostly inhibitors; 380,000 tested, 0.043% active; AID 602233, 2012; also: potency is read from the fitted curve at half-maximal effect; % is scaled to controls: 0 for no effect and ±100 for the full control effect; nearly all actives have a fitted effect of over 60% in size
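Recombinant glycosomal PGK reaction used 1,3-bisphosphoglycerate generated in-well by GAPDH (100nM final) in 100mM TEA pH 7.6, 5mM MgCl2, 0.01% Tween-20. After 60 minutes at room temperature, ATP was read by Kinase-Glo Plus luminescence end-point.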
GLS inhibitor: qHTS for Inhibitors of Glutaminase (GLS). GLS enzymatic activity, qHTS titration. 410,000 tested, 0.21% active. Potency, µM (highest dose often 45.5 µM), inactives show top-dose activity change, negative = inhibition, actives largely listed as inhibitors. AID 624170, 2012. Glutaminase kidney isoform, mitochondrial (Homo sapiens), O94925; also: potency is read from the fitted curve at half-maximal effect; % is scaled to controls: 0 for no effect and ±100 for the full control effect
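Enzyme dispensed in phosphate buffer (45 mM, pH 8.2, 0.02% Tween-20), compounds pinned in, then 1 mM L-glutamine solution and the glutamate oxidase–HRP–Amplex Red mix added; fluorescence read immediately and again after 30 min at room temperature.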
JMJD2A Tudor inh: qHTS Assay for Inhibitors of JMJD2A-Tudor Domain. Lysine-specific demethylase 4A (Homo sapiens), O75164. AlphaScreen JMJD2A-Tudor / H3K4me3 peptide binding. Potency, µM (highest dose often 114 µM), inactives show at the top dose activity change, negative = inhibition, most hits filed as inhibitors. 390,000 tested, 4.4% active. AID 504339, 2011; also: potency is read from the fitted curve at half-maximal effect; % is scaled to controls: 0 for no effect and ±100 for the full control effect; nearly all actives have a fitted effect of over 50% in size
G9a inh: qHTS Assay for Inhibitors of Histone Lysine Methyltransferase G9a; 350,000 tested, 8.8% active; G9a H3K9 monomethylation, AlphaScreen, 2 h; AID 504332, 2011; Potency, µM (highest dose often 102 µM), for inactives: top-dose activity, negative = inhibition, actives largely listed as inhibitors; also: potency is read from the fitted curve at half-maximal effect; % is scaled to controls: 0 for no effect and ±100 for the full control effect; nearly all actives have a fitted effect of over 75% in size
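Using a bead-based AlphaScreen, monomethylated H3K9 product from 2 h room-temperature reactions (G9a 20 nM, peptide 500 nM, SAM 20 uM) was detected with 0.5 ug/mL rabbit anti-H3K9me1 antibody.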
HP1b chromo inh: HTS for Inhibitors of HP1-beta Chromodomain Interactions with Methylated Histone Tails; AID 540317, 2011; Potency, µM (series often up to 114 µM), inactives show at the highest dose activity change, negative = inhibition, hits mostly inhibitors; AlphaScreen HP1-beta / biotin-H3K9me3 peptide binding; 390,000 tested, 0.56% active; also: potency is read from the fitted curve at half-maximal effect; nearly all actives have a fitted effect of over 70% in size; inactives centre near 23
Target sequence (P83916 whole entry, looked up): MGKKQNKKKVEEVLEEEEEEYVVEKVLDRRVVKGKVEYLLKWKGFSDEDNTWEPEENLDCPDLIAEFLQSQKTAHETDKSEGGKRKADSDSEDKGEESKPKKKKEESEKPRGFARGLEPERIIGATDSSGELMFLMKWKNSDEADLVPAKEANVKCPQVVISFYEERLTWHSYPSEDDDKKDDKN
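Compound inhibition of the preformed complex between 50 nM HP1-beta and 50 nM biotinylated H3K9me3 peptide was read by AlphaScreen. Buffer was PBS pH 7.4 with 0.01% Tween-20. Incubations ran 30 min at room temperature, with 10 ug/mL donor/acceptor beads.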
Pin1 inhibitor: qHTS Assay to Find Inhibitors of Pin1 | AID 504891, 2011 | 390,000 tested, 0.009% active | Peptidyl-prolyl cis-trans isomerase NIMA-interacting 1 (Homo sapiens), Q13526 | Potency, µM (titrated, usually from 115 µM), inactives show top-dose activity, negative = inhibition, hits mostly inhibitors | Pin1 FP peptide displacement, HiFluor488, 10 min; active = well fitted inhibition curve with a large enough effect in the polarisation, with a control signal flat, not every such curve was filed as active; inconclusive = small, poorly fitted or top-dose-only effect, or effect the other way, or a change in a side signal; inactive = no such curve, though single readings can be large or run the other way; the % refers to the polarisation; also: potency is read from the fitted curve at half-maximal effect; % is scaled to controls: 0 for no effect and ±100 for the full control effect
Target sequence (Q13526 whole entry, looked up): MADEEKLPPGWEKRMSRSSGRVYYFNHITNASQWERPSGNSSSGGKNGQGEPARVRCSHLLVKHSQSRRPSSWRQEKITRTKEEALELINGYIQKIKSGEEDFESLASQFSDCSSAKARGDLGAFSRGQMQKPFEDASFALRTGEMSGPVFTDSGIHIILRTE
Pol eta inh: qHTS for Inhibitors of Polymerase Eta; DNA polymerase eta (Homo sapiens), Q9Y253; 390,000 tested, 1.2% active; recombinant Pol eta, fluorescent DNA replication assay; Potency, µM (series often up to 114 µM), for inactives: at the top dose activity change, negative = inhibition, actives largely listed as inhibitors; also: potency is read from the fitted curve at half-maximal effect; % is scaled to controls: 0 for no effect and ±100 for the full control effect
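Fluorescent replication assay: 50 nM final substrate added after a 15 min room-temperature compound preincubation with 10 nM enzyme. Signal taken at 0 min and again at 10 min.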
The depositor's hits bear a star; i = inactive; ? = inconclusive; · = no result given; & = joins results of further samples; [ ] = remark or other dose. Unless noted, calls follow the shape of the dose curve; as a rule, active = well fitted curve in the direction sought with a large enough effect; inconclusive = small, poorly fitted or top-dose-only effect, or another doubt; inactive = no such curve, though single readings can be large; an effect the other way counts as inactive or inconclusive. The list is partial; rates above refer to the full screens.

SMILES | PI4K2A inh | BAZ2B inh | Tb PGK inh | GLS inhibitor | JMJD2A Tudor inh | G9a inh | HP1b chromo inh | Pin1 inhibitor | Pol eta inh
CCCCOc1ccc(C(=O)NCC(=O)NCCOc2ccccc2OC)cc1 | -2.1 | 5.3% | i | 1.5% | -12.2% | 17.0%[59 µM] | 15.4% | -3.6% | -3.5%
O=C(CCC1COc2ccccc2O1)Nc1ccc(Cl)cn1 (centres undefined) | -2.7 | -4.9% | -1.0% | -4.1% | -3.7% | 7.6%[59 µM] | 46.9%[activator] | 2.6% | -11.5%
O=c1[nH]c(/C=C\c2cccc(Cl)c2)nc(O)c1[N+](=O)[O-] | -4.6 | -3.5% | -6.3% | 1.2% | -16.6% | ? | 20.5% | · | ?
O=C(Nc1cccc(Cl)c1Cl)C1CCCC1 | -0.2 | · | 9.2% | 6.0% | 24.4% | · | 55.8%[activator] | 4.8% | -21.6%
COc1ccc(C)cc1-n1nnnc1SCC(=O)Nc1cc(C)on1 | 2.6 | -0.1% | -2.6% | 1.1% | -12.4% | -9.6%[59 µM] | 12.5% | -5.0% | -1.3%
CC1CCc2sc(C(=O)N/N=C/c3ccc([N+](=O)[O-])cc3)cc2C1 (centres undefined) | -3.4 | -23.4% | -15.8% | 1.4% | -13.4% | 14.5% | 16.5% | 0.0% | ?
N#Cc1cc(Sc2ccccn2)c(Sc2ccccn2)cc1C#N | -1.7 | 2.1% | -10.8% | 5.2% | -17.5% | 31.6µM* | 14.2% | 4.1% | -3.1%
CC(=O)Nc1cccc(Oc2nc(-c3ccccn3)nc3ccccc23)c1 | -3.4 | -20.4% | 7.4% | -6.2% | -27.2% | ? | 23.0% | 6.4% | -4.2%
Cc1onc(-c2c(Cl)cccc2Cl)c1C(=O)NCc1cccs1 | -2.1 | 4.6% | -3.9% | 3.8% | 16.0% | -7.8%[59 µM] | 35.9% | -5.9% | -2.2%
c1ccc2c(C[n+]3csc4ccccc43)cccc2c1 | 0.0 | 56.2µM* | i | 15.9% | 17.8µM* | ? | 10.3% | 3.1% | 2.6%
Cc1cc(C)n(/N=C/c2ccco2)c(=O)c1C#N | -18.0 | -29.0% | -7.7% | -10.5% | 2.9% | 6.1% | 13.4% | -20.7% | -15.6%
COc1cc(NC(C(=O)Nc2cccc(C(C)=O)c2)c2ccccc2)cc(OC)c1OC (centres undefined) | 0.5 | ? | -1.2% | 14.2% | ? | ? | -17.5% | 0.6% | -14.1%
CCC(=O)N1c2ccccc2NC2=C(C(=O)CCC2)C1c1ccco1 (centres undefined) | -0.1 | -4.2% | -0.5% | -4.0% | 2.4% | -5.1%[59 µM] | 49.7%[activator] | -1.1% | -13.4%
C1CCc2c(nc3nnnn3c2NCC2CC2)C1 | 10.2 | 0.7% | -9.0% | 1.8% | -11.2% | 7.2%[12.7 µM] | 19.1% | -1.9% | -14.9%
O=C(NC1CC1)c1ccc(CS(=O)c2ccccc2)o1 (centres undefined) | -2.3 | -2.1% | -6.2% | 1.3% | -11.3% | 14.4% | 25.1% | 0.5% | -4.8%
CN(C(=O)COC(=O)/C=C/c1ccc(C(F)(F)F)cc1)c1c(N)n(Cc2ccccc2)c(=O)[nH]c1=O | -5.2 | 6.0% | i | -10.7% | -10.3% | -10.5%[0.501 µM] | 17.1% | 0.9% | -16.2%
O=C(CSc1nnnn1-c1ccc2c(c1)OCCO2)N1CCc2ccccc21 | -0.6 | 8.1% | -6.1% | 0.6% | -6.4% | -9.7% | 18.7% | 4.0% | -7.4%
COc1ccc(NC(=O)CSc2nnc(-c3ccccc3Cl)n2Cc2ccco2)c(OC)c1 | -1.2 | ? | -14.0% | 10.2% | -16.5% | ? | ? | 0.0% | -25.8%
O=C(Cn1c(=O)oc2cc(S(=O)(=O)N3CCCC3)ccc21)Nc1ccccc1Br | -3.5 | -7.5% | i | -7.5% | -13.4% | -0.8% | 12.5% | -1.2% | -14.3%
O=S(=O)(NC1c2cccc3cccc(c23)C1Sc1ncccn1)c1ccccc1 (centres undefined) | 2.4 | -22.4% | -9.4% | -4.0% | -11.5% | -13.2% | 35.2% | 1.8% | -12.2%
C[N+](C)(C)CCCCCC[N+](C)(C)C | 4.7&0.5&3.9&-2.0 | · | -7.6% | -11.9%&-9.8% | 0.7% | 43.5%[activator][12.7 µM] | 31.3% | 1.1% | -3.4%[57.1 µM]
Nc1nonc1C(=O)NCCNCc1c(OCc2ccccc2F)ccc2ccccc12 | 4.6 | -3.5% | -3.0% | 5.9% | ? | 12.4%[12.7 µM] | -1.3% | -1.2% | -6.2%
COc1ccccc1OCC(=O)NC1CCCCCCC1 | -0.1 | · | -7.8% | 0.3% | 2.3% | · | 49.8%[activator] | 0.3% | -21.7%
CC(Oc1ccc(Cl)cc1)C(=O)/C=C/N(C)C (centres undefined) | -1.8 | 0.3% | -7.0% | -11.5% | -20.3% | 6.0% | 7.8% | 5.8% | -11.4%
CCc1ccc(NC(=O)CS(=O)CC(=O)NCC2OCCc3ccccc32)cc1 (centres undefined) | 7.8 | 6.2% | -9.7% | -5.6% | -20.8% | 13.7%[59 µM] | 18.9% | -1.6% | -13.4%
SMILES | PI4K2A inh | BAZ2B inh | Tb PGK inh | GLS inhibitor | JMJD2A Tudor inh | G9a inh | HP1b chromo inh | Pin1 inhibitor | Pol eta inh
CC(C)Oc1ccc(CNC(=O)c2cc3cccc4c3n2CC(C)S4)cc1 (centres undefined) | -0.3 | 2.4% | i | -8.6% | 11.7% | 17.6%[59 µM] | 82.4%[activator] | -1.7% | -19.3%
O=C(CN1C(=O)NC2(CCOc3ccccc32)C1=O)NCc1ccc(F)cc1 (centres undefined) | -0.4 | 0.8% | 4.5% | 8.2% | -7.4% | 28.5%[12.7 µM] | 37.6% | 0.4% | -6.4%
COc1ccc(NC(=O)NC2(C(=O)N3CCCCCC3)CCCCC2)cc1 | -2.3 | 3.0% | 2.8% | 19.9% | -9.0% | 5.8% | 50.6%[activator] | 7.7% | 2.6%
COc1cccc(C(=O)NCCc2csc(-c3cccc(F)c3)n2)c1OC | 1.3 | 9.5% | -6.7% | -6.1% | -10.9% | 11.0%[59 µM] | 11.9%[57 µM] | -10.1% | -27.2%
C[C@@H]1CN([C@H](C)CO)C(=O)CCCn2nncc2CO[C@H]1CN(C)S(=O)(=O)c1ccccc1F | -4.9 | · | i | 3.9% | · | · | · | · | -9.1%
CC(=O)c1cccc(Nc2cc(C)nc3c(C)cccc23)c1 | -1.1 | -8.7% | -5.3% | 0.0% | -5.2% | · | 8.5% | 1.3% | -10.1%
CO/N=C/c1ccc(Oc2ccc(C)cc2)nc1 | -0.7 | 10.2% | -5.4% | 0.5% | ? | 117.0%[activator][59 µM] | 126.1%[activator] | -15.5% | 1.1%
COc1ccc(-c2cn[nH]c2-c2ccc(O)cc2O)cc1OC | 5.9 | -15.7% | -9.0% | 20.3% | -35.6% | -6.7% | 46.3%[activator] | -3.4% | -10.8%
COc1cccc(CC(=O)NCC2(N3CCCCC3)CCCCC2)c1 | 3.6 | -5.5% | -5.6% | -6.0% | -15.0% | 19.5%[59 µM] | 31.4% | -2.8% | ?
CCOC(=O)c1c(C=O)c(C)n(Cc2ccccc2)c1C | -0.5 | -28.1% | 4.9% | -1.2% | -31.8% | ? | 8.7% | 4.7% | -5.2%
Cc1ccc(S(=O)(=O)CNC(=S)c2ccc3ccccc3c2)cc1 | 41.1 | ? | -3.2% | 12.8% | ? | 8.91µM* | -17.8% | -10.2% | -4.1%
CC(C)Cc1nnc(NC(=O)C2CSC3(C)CCC(=O)N23)s1 (centres undefined) | -0.4 | 11.7% | -9.9% | -0.1% | -15.1% | -2.1% | 0.9% | -1.6% | 0.5%
Cc1nc2ccc(S(=O)(=O)NCC(=O)NCc3ccc4c(c3)OCO4)cc2s1 | -7.2 | ? | -4.4% | 6.9% | -3.6% | -39.6% | 14.1% | -4.2% | 2.4%
COc1ccc(C2Oc3ccccc3N2C(C)=O)cc1 (centres undefined) | 3.8 | 8.3% | 7.2% | 6.1% | -21.1% | 21.7% | -2.9% | 1.0% | 3.1%
COc1ccc(NC(=S)N2CCN(S(=O)(=O)c3ccccc3)CC2)cc1OC | 2.0 | ? | -0.4% | -6.0% | -19.4% | · | 8.4% | -2.7% | -21.0%
C/C(Cl)=C/Cn1c(SCCN2CCOCC2)nc2c1c(=O)[nH]c(=O)n2C | -6.2 | -37.7% | -2.2% | 3.2% | 12.3% | -19.6%[59 µM] | 29.8% | 2.0% | -11.1%

Printed as active in JMJD2A Tudor inh, among the entries above:
SMILES | PI4K2A inh | BAZ2B inh | Tb PGK inh | GLS inhibitor | JMJD2A Tudor inh | G9a inh | HP1b chromo inh | Pin1 inhibitor | Pol eta inh
c1ccc2c(C[n+]3csc4ccccc43)cccc2c1 | 0.0 | 56.2µM* | i | 15.9% | 17.8µM* | ? | 10.3% | 3.1% | 2.6%

Screening data: PubChem BioAssay, National Center for Advancing Translational Sciences (NCATS)
